Assay outcomes: PubChem, Southern Research Specialized Biocontainment Screening Center
H37Rv inhibition = M. tuberculosis growth inhibition, HTS (AID 449762) | one-dose inhibition, % at 25 µM; IC50 in µM for titrated hits | M. tuberculosis H37Rv growth inhibition, 7H9 media; higher % means a stronger effect | 0.59% of 330,000 active; in the data active means a potency from the dose series; inconclusive means inhibition above about 70% without an active follow-up result;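 further: bacterial growth assessed after seven days of incubation; strong numbers were not always called active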
Salmonella PhoP GFP = PhoP regulon inhibitors, Salmonella typhi PhoP promoter GFP reporter, confirmatory (AID 1850); Salmonella Typhi PhoP-promoter GFP reporter, fluorescence, 4 h; higher % means a stronger effect; inhibition, % at 50 µM; hits with a dose series show IC50 in µM; 0.33% of 310,000 active; in the data active means a potency from the dose series; inconclusive means inhibition mostly from about 25% at the one dose, without a potency; inactive means the rest, 99 in 100 with inhibition below about 19%;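 further: 0% = induced wells with vehicle and 100% = uninduced wells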
M. tuberculosis = growth inhibition of non-replicating M. tuberculosis (AID 488890) | Mycobacterium tuberculosis non-replicating, growth inhibition; higher % means a stronger effect | inhibition, % at 25 µM, or IC50 in µM where a hit was titrated | 0.39% of 320,000 active; in the data active means a potency from the dose series; inconclusive means inhibition mostly from about 82% at the one dose, without a potency; inactive means the rest, 99 in 100 with inhibition below about 76%;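 further: plate controls were DMSO cells for no effect and high antibiotic wells for full effect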
H1N1 NS1A inhibition = H1N1 influenza NS1A inhibitors, functional cell based assay (AID 504329). 0.3% of 340,000 active. inhibition, % at 12.5 µM; hits with a dose series show IC50 in µM. NS1A functional cell-based assay, percent inhibition; higher % means a stronger effect; in the data active means a potency from the dose series; inconclusive means inhibition above about 27% without an active follow-up result; further: strong numbers were not always called active
inhibitors of VEEV = inhibitors of VEEV TC-83 cytopathic effect, confirmation, Vero cells (AID 588727); one-dose inhibition, % at 20 µM; IC50 in µM for titrated hits; Vero cells, VEEV TC-83 cytopathic effect inhibition; higher % means a stronger effect; 0.13% of 350,000 active; in the data active means a potency from the dose series; inconclusive means inhibition mostly from about 14% at the one dose, without a potency; inactive means the rest, 99 in 100 with inhibition below about 12%; further: strong numbers were not always called active
inhibitors of VEEV 10K pilot screen = further read-out of inhibitors of VEEV, marked with its call; inhibition, %; measured here: 10K pilot screen inhibition
* marks the source's active call; other numbers are inactive results; i = inactive; ? = inconclusive; . = no result given. Random draw from the library; 1.6% or so of the library scored in one or more.

SMILES | H37Rv inhibition | Salmonella PhoP GFP | M. tuberculosis | H1N1 NS1A inhibition | inhibitors of VEEV | others
C/C(=N\OCC(=O)Nc1ccc2c(c1)OCCO2)c1ccc2c(c1)OCCO2 | 1% | -12% | 16% | 15% | 0.9%
O=C(N/N=C\c1ccc(O)c([N+](=O)[O-])c1)c1ccccc1-n1cccc1 | 6% | -7% | 34% | -7% | 1.1%
COc1ccccc1Nc1nc(N)nc(CN2CCc3ccccc3C2)n1 | ? | 7% | 75% | -5% | 0.4%
O=C(O)c1cc(=S)nc[nH]1 | . | . | . | 1% | i
CCOc1ccccc1OCCCC(=O)N(CC)CC(=O)Nc1ccc(NC(C)=O)cc1 | -2% | -5% | 1% | -5% | 11%
O=c1oc(-c2ccc(O)c(O)c2)cc2cccc(O)c12 | -2% | . | 56% | -8% | i
COc1ccc(C(=O)OC2CCN(c3ncc(C(F)(F)F)cc3Cl)CC2)cc1 | 8% | -6% | 8% | -38% | i
CC1Cc2ccccc2N1C(=O)CSc1nc(-c2ccco2)cc(C(F)(F)F)n1 (stereo unspecified) | -11% | -7% | -9% | -6% | 1.3%
CCCCOc1ccccc1N | 0% | 0% | 9% | -8% | 1.6%
COC(=O)c1oc2ccccc2c1N | -3% | -1% | -1% | 7% | 0.6%
CCOC(=O)c1ccc(NC(=O)c2nc[nH]c2C(=O)N[C@@H](CC(C)C)C(=O)OCc2ccccc2)cc1 | 12% | -24% | 34% | 0% | 0.8%
Cc1cc[n+](CCc2ccccc2)cc1C | 4% | -10% | -3% | -1% | 0.2%
S=c1[nH]nc(C2CCCCC2)n1/N=C/c1ccc(Br)cc1 | 9% | 5% | -6% | -4% | 3.5%
Cc1cc(C)nc(N/N=C/c2cc3c(cc2[N+](=O)[O-])OCO3)n1 | 0% | -13% | 5% | 0% | 0.9%
Cc1cc(NC(=O)CSCC(=O)Nc2ccccc2Oc2ccccc2)no1 | -4% | -4% | 12% | 3% | 14%
C=CCn1c(=O)/c(=C/c2ccc(O)cc2)s/c1=C(/C#N)c1nnc2n1CCCCC2 | 20% | 9% | 25% | 6% | 8.2%
CCOC(=O)c1sc(N(Cc2ccccc2)C(=O)CSc2nnc(C3CC3)n2N)nc1C | -3% | -7% | . | 14% | 6.0%
COc1cccc(-c2nnn(CC(=O)N3CCC(C)CC3)n2)c1 | 2% | -3% | 8% | -25% | i
CC1CC(=O)N(C)c2cc([N+](=O)[O-])ccc2N1 (stereo unspecified) | -2% | -26% | -13% | 0% | 1.1%
CC(NC(=O)COc1ccccc1)C(=O)NC1=NCCS1 (stereo unspecified) | -5% | 22% | -5% | 6% | 0.2%
CSc1ccc(CNc2ccc(Cl)cc2)cc1 | -3% | -2% | 68% | 8% | 0.7%
Cc1ccnc2c1ccc1ccccc12 | -1% | 0% | 5% | -14% | i
CCOc1ccccc1OCCCC(=O)Nc1ccc(Cl)c(S(=O)(=O)N2CCOCC2)c1 | 8% | . | 7% | 0% | 2.5%
Cc1ccc(-c2csc(NC(=O)C3CC=CCC3C(=O)O)c2C(=O)OC(C)C)cc1 (stereo unspecified) | -5% | 8% | 23% | -6% | 2.5%
CC(=O)Nc1ccc(NC(=O)Cn2c(=O)n(-c3ccc(F)cc3)c(=O)c3oc4ccccc4c32)cc1 | -1% | 1% | 16% | -5% | 2.6%
CCOC(=O)CNC(=O)c1cc2c(=O)[nH]c3ccc(C)cc3c2s1 | 6% | -15% | -3% | 17% | 0.3%
Cc1ccc(C(=O)OCC(=O)NNC(=O)c2ccc([N+](=O)[O-])cc2)o1 | 64% | 8% | 4% | -9% | 3.9%
CCOC(=O)c1sc2nc(N3CCOCC3)c3c(c2c1N)CCCC3 | 8% | -6% | 3% | -10% | 1.2%
Cn1cccc1/C=N/n1c(-c2ccccc2)n[nH]c1=S | -3% | 5% | -19% | -20% | 0.1%
CCN(CC)S(=O)(=O)c1ccc2nc(SC)sc2c1 | -3% | -2% | 38% | -4% | i
CCN1C(=O)N[C@@H](c2cccs2)C(C(=O)OC)=C1C | 6% | 3% | 2% | 0% | 0.3% | inhibitors of VEEV 10K pilot screen=0.7
Cc1oc2c(c1C(=O)Nc1ccc(C(=O)O)cc1)CCCC2 | -13% | -5% | 5% | -9% | 2.4%
O=[N+]([O-])c1cc2c(c3cccnc13)COCO2 | . | . | . | -17% | i
CCC(C)(C)NC(=O)C(c1ccccc1Cl)N(C(=O)CCC(=O)Nc1cc(C)on1)c1ccc(NC(C)=O)cc1 (stereo unspecified) | -4% | -30% | -1% | 7% | 0.2%
CCc1nnc(NC(=O)C2c3ccccc3Oc3ccccc32)s1 | -1% | -3% | 31% | 1% | 0.2%
N/C(=N\OC(=O)CCCN1C(=O)c2ccccc2C1=O)c1ccc(Br)cc1 | -3% | 1% | -7% | -2% | 0.7%
CN1CCN(Cc2cccc(Oc3ccc(Cl)cc3)c2)CC1 | 2% | 2% | 15% | 2% | i
Cc1nn(C)c(C)c1CN(C)C(=O)c1nn2c(c1Br)NC(c1cccs1)CC2C(F)(F)F (stereo unspecified) | -5% | -3% | 1% | -3% | 1.1%
Cc1cccc(N=Cc2cc3c(cc2[N+](=O)[O-])OCO3)c1 | 64% | -13% | 52% | 4% | 7.7%
COc1ccc(-c2cc(C(=O)Nc3cnn(Cc4ccccc4C)c3)no2)cc1OC | -11% | -12% | 2% | 2% | 11% | inhibitors of VEEV 10K pilot screen=0.0
CCCCC(=Nc1ccc(N)cc1)C1=C(O)C(C(=O)OC)C(C)(C)CC1=O (stereo unspecified) | 11% | 3% | 21% | 10% | 3.8%
Cc1[nH]n(-c2cccc(Cl)c2)c(=O)c1-c1ccc(Cl)cc1 | 23% | 6% | ? | 12% | 1.5%
COc1ccc(N2C(=O)CC(SCCc3nc4ccccc4[nH]3)C2=O)cc1 (stereo unspecified) | 1% | 8% | 27% | 3% | i
CCN1C(=O)/C(=C/c2ccc(C)s2)SC1=Nc1ccc(OC)cc1 | 1% | -17% | 14% | 3% | 6.5%
Cc1ccc(C(NC(=O)c2ccccc2)C(Cl)(Cl)Cl)cc1 (stereo unspecified) | 11% | -2% | -6% | 2% | 0.6%
COc1ccc(CNC(=O)COc2ccccc2C(=O)c2cnn(-c3ccccc3)c2)cc1OC | 13% | . | 48% | 6% | 7.9%
N#C/C(=C1/CCCCCN1)c1nc2ccccc2s1 | -5% | 1% | 24% | 1% | 0.2%
CCCCOc1ccc(C(=O)N(CC)CC(=O)NCc2cccs2)cc1 | 9% | -4% | 27% | 8% | 6.8%
NC(=O)CC1C(=O)N(c2ccc(F)cc2)C(=O)N1NC(=O)CCc1ccccc1 (stereo unspecified) | -5% | 5% | -2% | -6% | 0.4%
CCOC(=O)C1CCCN(S(=O)(=O)Cc2ccc(Cl)cc2)C1 (stereo unspecified) | -1% | -3% | 10% | -20% | i

Later entries:
SMILES | H37Rv inhibition | Salmonella PhoP GFP | M. tuberculosis | H1N1 NS1A inhibition | inhibitors of VEEV | others
Cc1ccc(S(=O)(=O)N(C)C)cc1NC(=O)C1CCCC1 | -1% | 10% | 4% | 12% | 0.3%
CCc1ccccc1N(CC(=O)NCc1ccco1)C(=O)CCC(=O)Nc1nccs1 | 0% | 17% | 3% | -3% | i
C[C@H](CO)N1C[C@H](C)[C@@H](CN(C)S(=O)(=O)c2ccccc2)Oc2c(NC(=O)Nc3ccc(C(F)(F)F)cc3)cccc2C1=O | 65% | . | 23% | -2% | i
COc1cc(CN2CCCC(N3CCN(c4ccccc4C)CC3)C2)cc(Cl)c1O (stereo unspecified) | 4% | -4% | -4% | 2% | i
O=C(/C=C/c1ccccc1)N1CCN(C(=O)c2ccco2)CC1 | -9% | 0% | -12% | 11% | 5.1%
O=C(NNC(=O)[C@@H]1CCCC[C@@H]1C(=O)O)c1cccs1 | 7% | -6% | -1% | 3% | 1.4%
O=Cc1ccc(OCC(=O)N2CCc3ccccc32)c(Br)c1 | . | . | . | -3% | 9.4%
NC(=O)c1ccsc1NC(=O)COC(=O)c1c(F)cccc1Cl | -1% | . | 4% | -6% | 7.9%
CCc1nccn1CCC(=O)N1CCCC(N2CCN(c3ccccc3F)CC2)C1 (stereo unspecified) | 4% | -7% | -6% | -7% | 1.7%
CC(Sc1nc(N)c(NC(=O)c2ccc(Br)o2)c(=O)[nH]1)C(=O)O (stereo unspecified) | -10% | 6% | -5% | -8% | 3.5%
CCC(C)NC(=O)c1ccc(NC(=O)CC2SC(N3CCCCC3)=NC2=O)cc1 (stereo unspecified) | -12% | . | -5% | -5% | 2.8%
O=C(Nc1nccs1)C1CC(=O)N(c2ccccc2)C1 (stereo unspecified) | 5% | 6% | -5% | -13% | 1.3%
CC(C)OCCCNC(=O)CN1C(=O)CC(C)(C)S(=O)(=O)c2ccccc21 | -6% | -5% | 17% | -5% | 0.1%
N#C/C(=C\c1ccccc1)C(=O)NCCN1CCOCC1 | 0% | 0% | 2% | -5% | 0.8%
Cn1c2ccccc2c2cc(/C=N/NC(=O)c3cc(O)ccc3O)ccc21 | -1% | -3% | 9% | 5% | 4.4%
CCCCCC(=O)Nc1cc(N(C)C)nc2ccccc12 | -6% | 8% | 27% | -2% | 1.3%
Cc1cc(C)cc(NC(=O)C2C3C=CC4(O3)C2C(=O)N(CCCN2CCCCC2)C4C(=O)NC2CCCCC2)c1 (stereo unspecified) | 1% | -7% | . | -8% | i
O=C(O)c1ccccc1C(=O)Nc1ccc(S(=O)(=O)NC2CCCCC2)cc1 | -11% | 3% | -4% | 1% | 0.1%
CN(C)CCN(C(=O)c1cccc2ccccc12)c1nc2cc3c(cc2s1)OCO3 | 8% | 0% | 43% | 25% | 3.0%
COc1ccc(C)c2sc(N(CCCN(C)C)C(=O)c3ccc4c(c3)OCCO4)nc12 | 11% | -1% | 24% | 5% | 24µM*

By substructure: the compounds so far with a nitro group on carbon (6)
SMILES | H37Rv inhibition | Salmonella PhoP GFP | M. tuberculosis | H1N1 NS1A inhibition | inhibitors of VEEV | others
O=C(N/N=C\c1ccc(O)c([N+](=O)[O-])c1)c1ccccc1-n1cccc1 | 6% | -7% | 34% | -7% | 1.1%
Cc1cc(C)nc(N/N=C/c2cc3c(cc2[N+](=O)[O-])OCO3)n1 | 0% | -13% | 5% | 0% | 0.9%
CC1CC(=O)N(C)c2cc([N+](=O)[O-])ccc2N1 (stereo unspecified) | -2% | -26% | -13% | 0% | 1.1%
Cc1ccc(C(=O)OCC(=O)NNC(=O)c2ccc([N+](=O)[O-])cc2)o1 | 64% | 8% | 4% | -9% | 3.9%
O=[N+]([O-])c1cc2c(c3cccnc13)COCO2 | . | . | . | -17% | i
Cc1cccc(N=Cc2cc3c(cc2[N+](=O)[O-])OCO3)c1 | 64% | -13% | 52% | 4% | 7.7%

Continuation:
SMILES | H37Rv inhibition | Salmonella PhoP GFP | M. tuberculosis | H1N1 NS1A inhibition | inhibitors of VEEV | others
CSc1ncc(CO)n1Cc1ccccc1 | 4% | -8% | -15% | 4% | 0.4%
CC1CC(c2ccccc2)n2nc(NC(=O)c3ccco3)nc2N1 (stereo unspecified) | -4% | -7% | . | -3% | 0.6%
COc1cc(NC(=O)Cn2ccsc2=N)c(C)cc1[N+](=O)[O-] | 4% | 8% | 7% | -4% | 0.4%
CC(C)n1cnnc1SCC(=O)Nc1ccc(N2CCCCC2)cc1 | -3% | -6% | -7% | -2% | 2.3%
CCC(=O)Nc1ccccc1C(=O)OCC(=O)Nc1ccc(S(N)(=O)=O)cc1 | -9% | -8% | 19% | -16% | 0.1%
C/C(=N\N(c1ccccc1)c1ccccc1)c1ccc(N)cc1 | 1% | 1% | -4% | 21% | 4.3%
COc1ccc(NS(=O)(=O)c2ccc(C)c(NC(=O)CNC(=O)c3ccco3)c2)cc1 | . | . | . | -5% | 4.6%
COc1ccc(C(=O)NCCc2cc3ccc(C)c(C)c3[nH]c2=O)cc1OC | -4% | -4% | -13% | 7% | 6.8%
CCn1c(C)cc(/C=C2\NC(=O)N(Cc3ccc(Cl)cc3)C2=O)c1C | -2% | -7% | 10% | -3% | 4.7%
COc1ccc(-c2oc3ccccc3c2C(=O)OCc2ccc([N+](=O)[O-])cc2)cc1 | -2% | 0% | -4% | 9% | 0.0% | inhibitors of VEEV 10K pilot screen=0.8
CN(Cc1ccno1)Cc1cn(C)nc1-c1ccc(Oc2ccccc2)cc1 | -3% | -2% | 14% | 21% | 1.6%
Cc1cc(Br)ccc1NC(=O)CN(C)C(=O)c1ccc(-n2cncn2)c([N+](=O)[O-])c1 | -6% | . | -6% | 1% | 1.2%
